p53 reactivator = qHTS assay for re-activators of p53 using a Luc reporter | Potency, µM (titrated, usually from 92.2 µM), inactives show at the highest dose activity change, positive = activation, hits mostly activators | AID 504706, 2011 | 320,000 compounds, 0.063% hits | H1299 p53-A138V BP100-luciferase reporter, luminescence, 24 h; further: potency means the concentration at half of the fitted maximal effect; % of control where 0% means no effect; nearly all actives have a fitted effect of over 45% in size
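p53-null H1299 cells stably carrying temperature-sensitive p53-A138V and a BP100-luciferase reporter were pinned with compounds (4-point, 1:5 series) and held 24 hrs at 37 deg C. Luminescence was read 10 min after detection reagent.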
FLuc counter = qHTS profiling assay for firefly luciferase inhibitor/activator using purifed enzyme and Km concentrations of substrates (counterscreen for miR-21 project); Potency, µM (series often up to 57.5 µM), inactives show top-dose activity change, negative = inhibition, most hits filed as inhibitors; purified FLuc, Km substrates, luminescence inhibition; AID 588342, 2011; 360,000 compounds, 6.9% hits; Luciferin 4-monooxygenase (Photinus pyralis), P08659;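 further: potency means the concentration at half of the fitted maximal effect; plate controls were vehicle for no effect and reference inhibitor for full effect; nearly all actives have a fitted effect of over 55% in size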
Target sequence (P08659 whole entry, looked up): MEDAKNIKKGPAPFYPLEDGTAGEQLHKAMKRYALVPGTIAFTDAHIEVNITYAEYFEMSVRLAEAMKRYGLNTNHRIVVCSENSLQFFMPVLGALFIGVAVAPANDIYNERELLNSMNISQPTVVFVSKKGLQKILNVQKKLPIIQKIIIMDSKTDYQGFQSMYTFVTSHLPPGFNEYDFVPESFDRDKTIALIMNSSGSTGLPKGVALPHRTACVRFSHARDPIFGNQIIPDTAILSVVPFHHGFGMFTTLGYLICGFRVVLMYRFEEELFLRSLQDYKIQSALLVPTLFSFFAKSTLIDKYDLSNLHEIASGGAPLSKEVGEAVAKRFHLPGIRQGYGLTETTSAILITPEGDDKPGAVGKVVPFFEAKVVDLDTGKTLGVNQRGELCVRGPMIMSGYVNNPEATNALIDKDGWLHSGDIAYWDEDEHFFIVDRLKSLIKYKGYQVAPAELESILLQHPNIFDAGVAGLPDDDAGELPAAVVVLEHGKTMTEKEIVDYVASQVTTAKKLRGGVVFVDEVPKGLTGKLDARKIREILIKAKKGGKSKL
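Purified P. pyralis luciferase (10nM final) with 10uM D-luciferin and 10uM ATP (Km levels) in 50mM Tris acetate pH 7.5, 10mM Mg acetate, 0.01% Tween-20, 0.05% BSA; qHTS 6-point titration, ~60 µM downward; luminescence read.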
RORg inh = qHTS for inhibitors of ROR gamma transcriptional activity; Drosophila S2 Gal4-RORgamma UAS-luciferase reporter, 20 h; AID 2551, 2010; 310,000 compounds, 5.4% hits; Potency, µM (highest dose often 53.6 µM), for the others: at the top dose activity change, negative = inhibition, actives largely listed as inhibitors; Nuclear receptor ROR-gamma (Mus musculus), P51450; further: potency means the concentration at half of the fitted maximal effect; on the % scale 0 is the no-effect control and ±100 the full control effect; nearly all actives have a fitted effect of over 60% in size
Target sequence (P51450 whole entry, looked up, the tested form may be a part): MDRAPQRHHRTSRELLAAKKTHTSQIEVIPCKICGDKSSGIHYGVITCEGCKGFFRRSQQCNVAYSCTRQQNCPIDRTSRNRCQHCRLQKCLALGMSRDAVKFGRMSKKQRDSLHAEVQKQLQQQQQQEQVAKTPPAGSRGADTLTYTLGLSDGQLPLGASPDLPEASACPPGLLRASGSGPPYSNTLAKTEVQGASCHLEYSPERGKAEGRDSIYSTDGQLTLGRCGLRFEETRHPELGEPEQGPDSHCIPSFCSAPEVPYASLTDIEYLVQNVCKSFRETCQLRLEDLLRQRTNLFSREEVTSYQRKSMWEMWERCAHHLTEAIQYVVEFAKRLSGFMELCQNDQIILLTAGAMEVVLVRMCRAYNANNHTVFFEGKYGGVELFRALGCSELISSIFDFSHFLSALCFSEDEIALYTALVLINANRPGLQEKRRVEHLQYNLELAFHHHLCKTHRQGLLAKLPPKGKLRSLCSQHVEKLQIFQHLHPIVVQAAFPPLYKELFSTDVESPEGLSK
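Luminescence from a UAS-regulated Photinus luciferase reporter in stably transfected Drosophila Schneider cells is measured; decreased signal marks ROR gamma inhibition. Fusion expression is induced by 700 uM copper sulfate for 20 hr.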
VP16 counter = VP16 counterscreen qHTS for inhibitors of ROR gamma transcriptional activity | Drosophila S2 Gal4-VP16 UAS-luciferase, luminescence, 20 h | Potency, µM (doses to about 53.6 µM), without a hit: at the top dose activity, negative = inhibition, actives largely listed as inhibitors | 310,000 compounds, 3.5% hits;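 further: Gal4-VP16 expression switched on by copper sulfate through the metallothionein promoter; potency means the concentration at half of the fitted maximal effect; on the % scale 0 is the no-effect control and ±100 the full control effect; nearly all actives have a fitted effect of over 50% in size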
PKM2 activator = qHTS Assay for Activators of Human Muscle isoform 2 Pyruvate Kinase; purified PKM2, Kinase-Glo ATP luminescence, activation; response scale: 0% is enzyme alone, no compound; Pyruvate kinase PKM (Homo sapiens), P14618; Potency, µM (doses to about 57.5 µM), inactives show top-dose activation, actives largely listed as activators; 260,000 compounds, 0.34% hits; AID 1631, 2009; further: potency means the concentration at half of the fitted maximal effect; on the % scale 0 is the no-effect control and ±100 the full control effect; nearly all actives have a fitted effect of over 55% in size
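ATP formation by purified human PK-M2, quantified via coupled luciferase luminescence after 1 h at room temperature with 0.1 mM ADP and 0.5 mM PEP final.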
ELG1 genotoxic = qHTS screen for small molecules that induce genotoxicity in human embryonic kidney (HEK293T) cells expressing luciferase-tagged ELG1; 330,000 compounds, 1.3% hits; Potency, µM (titrated, usually from 46 µM), for inactives: at the highest dose activity change, positive = activation, usual class: activators; AID 504466, 2011; HEK293T ELG1-luciferase reporter, luminescence, 16 h; further: potency means the concentration at half of the fitted maximal effect; % of control where 0% means no effect; nearly all actives have a fitted effect of over 60% in size
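Cells (2,000/well) expressing the ELG1-luciferase fusion are dosed by pin tool and kept 16 hr at 37 °C, 5% CO2. Signal comes from ONE-Glo luciferase reagent after 30 min at room temperature.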
Giardia kill = Small Molecules that selectively kill Giardia lamblia: qHTS | Giardia lamblia trophozoite viability | activity change, % at 7.66 µM, hits read low | AID 540267, 2011 | 340,000 compounds, 0.15% hits; in the data active means activity change below about -80%; inconclusive means between about -30% and that limit;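 further: parasites exposed to compound for two days anaerobically before the ATP read; on the % scale 0 is the no-effect control and ±100 the full control effect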
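Media and compound were dispensed first, then trophozoites at 100 cells/well; plates sat 48 hrs at 37 deg C without oxygen before ATP luminescence reagent was added and read after 15-30 min at room temperature.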
NPC1 prom act = qHTS Assay for NPC1 Promoter Activators | Huh7 NPC1 promoter luciferase reporter, 24 h | Potency, µM (series often up to 9.22 µM), for the others: top-dose activation, hits mostly activators | 320,000 compounds, 2.4% hits | AID 485313, 2010;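 further: potency means the concentration at half of the fitted maximal effect; % of control where 0% means no effect; nearly all actives have a fitted effect of over 60% in size; reporter is driven by a mutant NPC1 promoter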
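Luminescence read-out of NPC1 promoter-driven luciferase in stably transfected Huh7 cells; compounds delivered in DMSO and left 24 h at 37C, 5% CO2, qHTS titration format.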
BRCA1 expr up = qHTS Assay to Identify Small Molecule Activators of BRCA1 Expression. MCF7-BRCA1-FFLuc reporter, luminescence, 48 h; response scale: scaled: vehicle 0%, 10 µM genistein 100%. Potency, µM (highest dose often 46.1 µM), for inactives: at the highest dose activation, actives largely listed as activators. 380,000 compounds, 1.1% hits; further: potency means the concentration at half of the fitted maximal effect; nearly all actives have a fitted effect of over 80% in size; some results filed as inactive show a strong effect at the top dose
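MCF7-BRCA1-FFLuc cells, 2000/well in phenol-red-free MEM, attached 2 h then treated 48 h at 37 C. Luciferase luminescence read 15 min after reagent; normalized to genistein maximum activation (10microM) and DMSO, concentration-response fitted.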
Menin MLL FP TR = qHTS Assay for Inhibitors Targeting the Menin-MLL Interaction in MLL Related Leukemias: Competition With Texas Red Labeled MLL-derived Mutant Peptide | Potency, µM (series often up to 61.6 µM), without a hit: at the highest dose FP activity change, negative = inhibition, hits mostly inhibitors | AID 1768, 2009 | 270,000 compounds, 0.23% hits | O00255 | Menin + Texas Red MLL mutant peptide, fluorescence polarization; active means well fitted inhibition curve with a large enough effect in the polarisation, with a control signal flat, not every such curve was filed as active; inconclusive means small, poorly fitted or top-dose-only effect, or effect the other way, or a change in a side signal; inactive means no such curve, though single readings can be large or run the other way; the % refers to the polarisation; further: potency means the concentration at half of the fitted maximal effect; % of control where 0% means no effect; many of its hits are not listed in these tables
Rab9 promoter act = qHTS Assay for Rab9 Promoter Activators | AID 485297, 2010 | 320,000 compounds, 2.8% hits | Huh7 Rab9 promoter-luciferase reporter, luminescence, 24 h | Potency, µM (highest dose often 9.22 µM), without a hit: at the top dose activation, negative = inhibition, hits mostly activators; further: potency means the concentration at half of the fitted maximal effect; % of control where 0% means no effect; nearly all actives have a fitted effect of over 60% in size
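Stable Rab9-luc Huh7, 1500 cells/well, 2 h settle; cmpd in DMSO, 24 h, 37 °C/5% CO2; luciferase reagent 10 min RT; luminescence.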
* = called active by the depositor; ? = inconclusive; . = not tested or not shown; [ ] = another dose, or the depositor's remark. Unless noted, the call rests on the fitted dose curve; in most records, active means well fitted curve in the direction sought with a large enough effect; inconclusive means small, poorly fitted or top-dose-only effect, or another doubt; inactive means no such curve, though single readings can be large; an effect the other way counts as inactive or inconclusive. Some of the compounds tested; the hit share may differ from the screen's.

SMILES	p53 reactivator	FLuc counter	RORg inh	VP16 counter	PKM2 activator	ELG1 genotoxic	Giardia kill	NPC1 prom act	BRCA1 expr up	Menin MLL FP TR	Rab9 promoter act
CN(C(=O)c1ccnn1C)C1CCCN(Cc2ccccc2F)C1 (configuration not stated)	-4%	1%	-17%	3%	.	3%	-5	1%	-15%	.	1%
C/C=C/c1ccc(OCC(O)CN2CCCCC2CC)c(OC)c1 (configuration not stated)	1%	0%	11%	-9%	-1%	-3%	-12	-11%	-25%	-15%	15%
Cc1ccc2nc(/C(C#N)=C/c3ccc(O)c(O)c3)[nH]c2c1	.	19µM*	.	.	-1%	?	23	-1%	61%	?	?
COc1cccc(CNC(=O)COC(=O)c2cccc(S(=O)(=O)N3CCCC3)c2)c1	9%	3%	.	.	.	0%	9	1%	-19%	.	1%
O=C(N=Nc1c(O)[nH]c2ccc(F)cc12)C1COc2ccccc2O1 (configuration not stated)	-3%	4%	-10%	-8%	0%	2%	-23	2%	-41%	.	-12%
COC(=O)c1cc(Cl)c(NC(=O)C(C)C)cc1OC	9%	5%	-5%	0%	-4%	-1%	-3	0%	-9%	-19%	-6%
CC(Oc1ccc2ccccc2c1)C(=O)NNC(=O)Nc1ccccc1 (configuration not stated)	-4%	2%	8%	7%	2%	4%	-8	0%	-3%	13%	3%
CCOC(=O)c1c(C)nc(C)c(C(=O)OCC)c1-c1ccco1	-1%	-3%	19%	4%	1%	2%	-8	1%	-25%	.	8%
O=C(C1CC1)N1c2ccccc2Sc2ccccc21	-34%[inhibitor]	7%	-19%	-5%	0%[11.5 µM]	-3%	?	2%	-56%	-1%	-2%
COc1ccccc1CNC(=O)CSc1ccc(-c2cccs2)nn1	-2%	-15%	1%	-10%	-1%	1%	3	-1%	-10%	3%	5%
O=C1C(=O)N(O)C2CCCCC2N1O (configuration not stated)	-1%	3%	-6%	3%	4%	4%	-2	0%	4%	-14%	0%
Cc1ncc(C[n+]2csc(CCOC(=O)CC34CC5CC(CC(C5)C3)C4)c2C)c(N)n1	0%	-1%	-3%	0%	1%	1%	4	-3%	-14%	-6%	2%
Cc1nc2c(-c3ccc(F)cc3)c(C)nn2c(C)c1CCC(=O)Nc1ccccc1F	1%	1%	-32%	4%	-11%	-1%	-29	-1%	-18%	.	1%
CCOC(=O)c1c(C)[nH]c(C(=O)N2CCCC(C(=O)c3ccccc3OC)C2)c1C (configuration not stated)	4%	-16%	99%	8%	5%	4%	-6	1%	0%	.	1%
CCOC(=O)C(C)CC(C)C(=O)N1CCOCCN(C(=O)C(C)CC(C)C(=O)OCC)CCOCC1 (configuration not stated)	?	1%	-25%	-8%	0%	-1%	-17	-2%	-18%	-19%	-3%
O=C(O)c1cc(-c2ccc(/C=C3\NC(=O)N(c4ccccc4)C3=O)o2)ccc1Cl	4%	?	1%	-8%	11%	4%	-9	20%	3%	.	28%
O=C(CNCCO)Nc1ccc(F)c(Cl)c1	0%	-2%	-10%	1%	0%	3%	19	-3%	4%	1%	3%
C=CCn1c(N)c(C(=O)OC(C)(C)C)c2nc3ccccc3nc21	2%	-13%	-25%	1%	2%	2%	30	-3%	-18%	2%	-5%
Cc1ccc(C)n1-n1cnc2sc3c(c2c1=O)CCCCC3	1%	0%	19%	-5%	-5%	-2%	-11	1%	12%	-6%	3%
Cc1ccccc1Nc1nnc(SCC(=O)NC2CCCc3ccccc32)s1 (configuration not stated)	2%	0%	39%	2%	-3%	-7%	-2	-5%	-16%	-2%	-4%
COc1cccc(NC(C)(C)c2nnnn2-c2c(C)cccc2C)c1	-2%	-1%	-10%	3%	6%	-3%	-2	-3%	-11%	.	0%
CCOC(=O)c1ccc(NC(=O)CSc2nnc(CCc3ccc(C)o3)n2-c2ccccc2)cc1	-5%	-9%	?	14µM*	?	-2%	-4	7%	-5%	-9%	4%
CCN1CCN(C(CNS(=O)(=O)c2ccc(C)cc2)c2cccnc2)CC1 (configuration not stated)	?	-2%	-6%	-7%	0%	1%	9	0%	7%	.	-3%
Cc1ccccc1C(=O)N1CCCC(N2CCN(Cc3ccc4c(c3)OCO4)CC2)C1 (configuration not stated)	11%	0%	-17%	-6%	-5%	-4%	-3	0%	-13%	.	4%
C=C(C)[C@@H]1CCC2(C(=O)O)CC[C@]3(C)[C@H](CC[C@@H]4[C@@]5(C)CCC(=O)C(C)(C)[C@@H]5CC[C@]43C)[C@@H]12 (some centres not stated)	3%	-1%	-29%	3%	-1%	10%	-5	-16%	-10%	3%	-6%
The listing continues:
SMILES	p53 reactivator	FLuc counter	RORg inh	VP16 counter	PKM2 activator	ELG1 genotoxic	Giardia kill	NPC1 prom act	BRCA1 expr up	Menin MLL FP TR	Rab9 promoter act
O=C1/C(=C\c2ccc(O)cc2)SC(=S)N1/N=C/c1ccc(O)cc1	4%	?	10%	-6%	-6%	1%	10	1%	24%	.	2%
COc1ccc(S(=O)(=O)N2CCOCC2)cc1C(=O)N(C)Cc1ccccc1F	1%	.	.	.	.	1%	-3	1%	3%	.	0%
NS(=O)(=O)c1ccc(NN=C2CCN(Cc3ccccc3)CC2)c([N+](=O)[O-])c1	0%	-4%	?	?	5%	0%	-6	-4%	-19%	21%	1%
Cc1cccn2c(CN(C)CC3Cc4ccccc4O3)c(C(=O)N3CCCCC3)nc12 (configuration not stated)	-4%	5%	1%	-1%	7%	-4%	-6	1%	-1%	?	-2%
CC(C)(C)c1ccc(C(=O)NCC(=O)OCc2ccc([N+](=O)[O-])cc2)cc1	-4%	-18%	?	?	0%	1%	0	-1%	0%	8%	0%
O=C(Cn1cnc2c(nnn2-c2ccc(F)cc2)c1=O)NCc1ccco1	3%	-6%	44%	2%	26%	4%	12	-2%	-18%	-5%	-5%
Cc1ccc(Nc2nc(Cl)nc(N(C)C#N)n2)cc1	7%	-6%	-15%	6%	1%	8%	5	-8%	-50%	18%	-2%
O=C(O)CN(CCN(CC(=O)O)CC(=O)O)CCN(CC(=O)O)CC(=O)O	.	.	7%	1%	.	.	.	-3%[46.1 µM]	.	-11%	-21%[46.1 µM]
COc1ccc(CNC(=O)C2CCN(c3nc(OC)nc(OC)n3)CC2)cc1	-6%	7%	18%	-7%	1%	-3%	2	2%	-30%	2%	4%
CC(C)(C)C(=O)Nc1nc2ccc(S(C)(=O)=O)cc2s1	-3%	?	17%	-7%	-20%	6%	7	?	117%	-3%	1.8µM*
CC(=O)Nc1ccc(NC(=O)COc2ccccc2C(=O)Nc2cccc(Cl)c2Cl)cc1	15%	-15%	-1%	-24%	9%	-1%	-3	8%	-19%	1%	0%
O=C(CNC(=O)Cc1ccccc1)NCC(=O)OCC(=O)c1ccccc1Cl	23%	-5%	-1%	-6%	-9%	0%	-1	-1%	9%	20%	-5%
CCC(=O)c1ccc(N2CCN(C(=O)c3ccc(Br)cc3)CC2)c(F)c1	6%	2%	?	?	-8%	-5%	8	1%	-17%	-10%	-4%
N#C/C(=C(/O)c1ccccc1F)c1nc2cc(C(F)(F)F)ccc2s1	4%	?	12%	2%	-2%	1%	9	1%	6%	25%	-11%
CC(C)c1nnc(NC(=O)CCC(=O)N2CCC(Cc3ccccc3)CC2)s1	1%	2%	21%	7%	.	-4%	-11	-3%	-1%	.	-10%
CCCCN1CCNC[C@H]1Cc1ccc(O)cc1	2%	0%	.	.	.	-8%	-19	-2%	-1%	.	-5%
Cc1ccc(NC(=O)Nc2ccc(F)cc2)nc1	?	11µM*	42%	16%	-3%	8%	6	?	30%	-10%	4µM*
CC(C)n1cnc2c(NCc3ccccc3)cc(Cc3ccc(F)cc3)cc21	-2%	7%	.	.	.	0%	-11	-6%	-14%	.	-5%
COc1ccc(OCC(=O)Nc2ccc(N3CCOCC3)c(Cl)c2)cc1	-3%	-17%	-19%	3%	-1%	-11%	2	1%	-6%	-1%	0%

Screens as filed in PubChem.
